# a7 integrin act: integrin-mediated muscular dystrophy alleviation activation; actives 0.064% (n = 350,000); alpha7betagal myoblasts, beta-gal FDG fluorescence, 48 h; Potency, µM (top dose mostly 38.3 µM), for inactives: at the highest dose activation, most hits filed as activators;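 also: potency is read from the fitted curve at half-maximal effect; 100% = response of the positive control SU9516; nearly all actives have a fitted effect of over 60% in size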
#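 Alpha7betagal+/- myoblasts (passage 13) were plated 16-24 hr, then exposed to compounds (1:260 dilution of DMSO stock) for 48 hours at 37C. After MPER lysis, β-galactosidase reporter activity was read as FDG fluorescence (ex 480/em 540) after 30 minutes.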
# ELG1 genotoxic: inducers of genotoxicity in HEK293T ELG1-luciferase cells; actives 1.3% (n = 330,000); Potency, µM (top dose mostly 46 µM), inactives show at the highest dose activity change, positive = activation, actives largely listed as activators; HEK293T ELG1-luciferase reporter, luminescence, 16 h; also: potency is read from the fitted curve at half-maximal effect; % of control where 0% means no effect; nearly all actives have a fitted effect of over 60% in size
#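 Genotoxicity was scored as increased ELG1-luciferase reporter signal, measured by ONE-Glo luminescence (30 min, room temperature). Compound or vehicle exposure of the HEK293T reporter cells lasted 16 hr at 37°C.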
# TRPV1 ag: agonists of human vanilloid receptor 1 (TRPV1). Q8NER1. TRPV1-expressing cells, Fluo-8 calcium influx, agonist mode. activation, % at 8.33 µM. actives 0.19% (n = 320,000). AID 540275; in the data active = activation above about 80%; inconclusive = between about 30% and that limit; also: 0% is about no effect
#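 Cells expressing TRPV1 were dye-loaded with Fluo-8 and read kinetically: 10 s baseline, 3 min after compound (agonist portion), then 2 min after EC20 capsaicin (allosteric enhancer portion). Calcium-bound dye fluorescence at 480/520 nm.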
# TSG101-PTAP inh: blocks PTAP/TSG101 interaction to inhibit HIV-1 budding; Q99816; Fluorescence polarization, FITC-PTAP peptide / Tsg101 binding; Potency, µM (highest dose often 115 µM), without a hit: top-dose activity change, negative = inhibition, usual class: inhibitors; 340,000 tested, under 10 active; AID 493005; active = well fitted inhibition curve with a large enough effect in the main read-out, with a control signal flat, not every such curve was filed as active; inconclusive = small, poorly fitted or top-dose-only effect, or effect the other way, or a change in a side signal; inactive = no such curve, though single readings can be large or run the other way; also: potency is read from the fitted curve at half-maximal effect; % of control where 0% means no effect
# Target sequence (Q99816 whole entry, looked up): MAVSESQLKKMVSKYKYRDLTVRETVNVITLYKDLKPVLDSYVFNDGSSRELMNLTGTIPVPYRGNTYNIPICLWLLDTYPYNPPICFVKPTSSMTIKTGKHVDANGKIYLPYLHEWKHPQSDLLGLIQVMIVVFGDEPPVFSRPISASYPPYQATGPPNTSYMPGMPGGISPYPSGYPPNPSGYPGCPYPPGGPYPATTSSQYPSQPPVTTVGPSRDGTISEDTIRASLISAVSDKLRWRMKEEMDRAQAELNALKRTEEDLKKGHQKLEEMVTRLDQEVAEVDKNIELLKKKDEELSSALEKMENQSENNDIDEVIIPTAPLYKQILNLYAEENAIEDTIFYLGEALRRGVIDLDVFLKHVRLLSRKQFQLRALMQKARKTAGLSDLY
#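 FP read-out: FITC-PTAP peptide, 50 nM final, binding Tsg101 binding domain, 10 uM final; 20 min, r.t.; 10 mM HEPES pH 7.5, 0.15 M NaCl, 0.01% Tween 20, 3 mM EDTA, 0.1 mM TCEP.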
# USP2a block: USP2a (human) protease inhibition | O75604 | USP2 core, Ub-CHOP2 coupled fluorogenic reporter, 485/531 | Potency, µM (doses to about 38.3 µM), for inactives: at the highest dose activity change, negative = inhibition, most hits filed as inhibitors | actives 0.01% (n = 330,000) | AID 463254;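 also: potency is read from the fitted curve at half-maximal effect; plate controls were DMSO wells for no effect and full inhibition by NEM control for full effect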
#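 Cell-free coupled assay: 10nM USP2 core preincubated 30min RT with compound in Tris-HCl pH 8.0/CaCl2/CHAPS buffer, then 25nM Ub-CHOP2 and 25nM reporter substrate; fluorescence (Ex 485/Em 531) read after 60min RT, normalized to NEM inhibition, concentration-response curves fitted.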
# uPA surface inh: cell surface uPA generation inhibition; Potency, µM (top dose mostly 38.3 µM), inactives show top-dose activity change, negative = inhibition, most hits filed as inhibitors; cell surface uPA generation assay, qHTS; actives 0.31% (n = 330,000); AID 540303; active = well fitted inhibition curve with a large enough effect; inconclusive = small, poorly fitted or top-dose-only effect; inactive = no such curve, though single readings can be large or run the other way; tested in mouse RAW 264.7 cells; also: potency is read from the fitted curve at half-maximal effect; % is scaled to controls: 0 for no effect and ±100 for the full control effect; nearly all actives have a fitted effect of over 55% in size
# Eya2 phos inh: inhibitors of human Eya2 phosphatase activity; O00167; recombinant Eya2, OMFP fluorescence dephosphorylation (OMFP is methylfluorescein phosphate); Potency, µM (titrated, usually from 76.9 µM), inactives show at the highest dose activity, negative = inhibition, actives largely listed as inhibitors; actives 0.006% (n = 330,000); AID 488837; also: potency is read from the fitted curve at half-maximal effect; % is scaled to controls: 0 for no effect and ±100 for the full control effect
# Target sequence (O00167 whole entry, looked up): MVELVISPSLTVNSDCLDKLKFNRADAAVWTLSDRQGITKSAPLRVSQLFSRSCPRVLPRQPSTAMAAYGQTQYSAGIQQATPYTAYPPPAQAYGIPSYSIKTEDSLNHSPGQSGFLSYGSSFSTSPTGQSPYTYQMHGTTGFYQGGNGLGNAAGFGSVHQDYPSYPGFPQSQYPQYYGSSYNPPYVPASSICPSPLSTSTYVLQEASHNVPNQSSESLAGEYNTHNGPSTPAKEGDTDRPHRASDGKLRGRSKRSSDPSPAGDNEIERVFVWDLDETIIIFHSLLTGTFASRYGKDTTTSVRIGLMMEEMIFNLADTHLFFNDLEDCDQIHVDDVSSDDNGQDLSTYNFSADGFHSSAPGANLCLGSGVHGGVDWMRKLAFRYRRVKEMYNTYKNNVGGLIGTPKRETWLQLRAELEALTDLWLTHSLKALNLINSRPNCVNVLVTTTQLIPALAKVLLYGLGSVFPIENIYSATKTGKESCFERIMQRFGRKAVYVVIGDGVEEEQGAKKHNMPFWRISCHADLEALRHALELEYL
#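 Eya2 (0.2 uM) preincubated 10 min at ambient with compound, then OMFP substrate added at 50 uM; 10 min reaction in 50 mM HEPES pH 7.5, 50 mM NaCl, 5 uM MgCl2, 0.05% BSA, 1 mM DTT. Fluorescence read at Ex 485/Em 525 nm.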
# ASM inhibitor: human S-ASM enzyme inhibition; P17405; placental ASM, HMU-PC fluorogenic substrate, 60 min; Potency, µM (series often up to 57.5 µM), for inactives: top-dose activity change, negative = inhibition, usual class: inhibitors; actives 0.006% (n = 340,000); AID 504937; also: potency is read from the fitted curve at half-maximal effect
#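 qHTS format. ASM enzyme prepared from human placenta hydrolyses the fluorogenic substrate HMU-PC0 (9 uM final) over 60 min at 37 °C after a 10 min compound preincubation.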
# p53 reactivation: mutant p53 re-activation in reporter cells; H1299 p53-A138V BP100-luciferase reporter, luminescence, 24 h; Potency, µM (titrated, usually from 92.2 µM), for inactives: top-dose activity change, positive = activation, actives largely listed as activators; actives 0.063% (n = 320,000); AID 504706; also: potency is read from the fitted curve at half-maximal effect; % of control where 0% means no effect; nearly all actives have a fitted effect of over 45% in size
#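 H1299 (p53-null), stable ts p53-A138V + BP100-Luc; 1000 cells/well, Opti-MEM/10% FBS; cpd 4 pt, 1:5; 24 h, 37 deg C, 5% CO2; detection reagent 10 min RT; luminescence.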
# BRCA1 expr act: increases BRCA1 expression | MCF7-BRCA1-FFLuc reporter, luminescence, 48 h; response scale: scaled: vehicle 0%, 10 µM genistein 100% | AID 624202 | actives 1.1% (n = 380,000) | Potency, µM (doses to about 46.1 µM), for inactives: at the top dose activation, hits mostly activators; also: potency is read from the fitted curve at half-maximal effect; nearly all actives have a fitted effect of over 80% in size; some results filed as inactive show a strong effect at the top dose
#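 MCF7-BRCA1-FFLuc cells, 2000/well in phenol-red-free MEM, attached 2 h then treated 48 h at 37 C. Luciferase luminescence read 15 min after reagent; normalized to genistein maximum activation (10microM) and DMSO, concentration-response fitted.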
# B2AR arrestin: beta2AR (human) beta-arrestin recruitment activity | AID 492947 | actives 0.02% (n = 330,000) | Potency, µM (titrated, usually from 46.1 µM), for the others: top-dose activation, most hits filed as activators | beta-arrestin recruitment to beta2AR, cell-based reporter | P07550;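 also: potency is read from the fitted curve at half-maximal effect; 0% = DMSO controls and full agonism = EC100 isoproterenol or metaproterenol; nearly all actives have a fitted effect of over 65% in size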
# Active calls of the source: *; i = inactive; ? = inconclusive; / = not tested or not shown; [ ] = dose if it differs, or a comment. Unless noted, calls follow the shape of the dose curve; as a rule, active = well fitted curve in the direction sought with a large enough effect; inconclusive = small, poorly fitted or top-dose-only effect, or another doubt; inactive = no such curve, though single readings can be large; an effect the other way counts as inactive or inconclusive.
# Value order: a7 integrin act | ELG1 genotoxic | TRPV1 ag | TSG101-PTAP inh | USP2a block | uPA surface inh | Eya2 phos inh | ASM inhibitor | p53 reactivation | BRCA1 expr act | B2AR arrestin
Cc1noc(C)c1S(=O)(=O)N(CC(=O)NC(C)c1ccccc1)c1ccc(C(C)C)cc1 (stereo unspecified)
→ 4% | 0% | 9 | -2% | 2% | 1% | -14% | 10% | -2% | -51% | -0.2%
Cc1nc2ccccc2n1CC(O)Cn1c2ccccc2c2ccccc21 (stereo unspecified)
→ -4%[7.66 µM] | -1% | 18 | -8% | 5% | / | 5% | -14% | -2% | -117%[inhibitor] | -0.2%
COc1ccc(NC(=O)Cn2nc(C(F)(F)F)c3c2CCCC3)c(OC)c1
→ -22% | -7% | -3 | -9% | 3% | 3% | 1% | -6% | -5% | -6% | 0.0%
Cc1ccc(Nc2nnc(SC3CCOC3=O)s2)cc1 (stereo unspecified)
→ -32% | 3% | ? | -4% | 0% | 3% | 3% | -1% | 4% | 0% | 0.0%
COC(=O)[C@]1(C)N[C@H](c2ccc(SC3CCCCC3)c(OC)c2)[C@@H]2C(=O)N(C)C(=O)[C@@H]21
→ -35% | 0% | -2 | -2% | 2% | 0% | -12% | 5% | -2% | -21% | 0.5%
O=C(NCCc1ccccc1)C1CCN(S(=O)(=O)N2CCC3(CC2)OCCO3)CC1
→ 0% | -2% | 2 | -7% | 0% | 9% | 6% | 4% | -5% | 17% | -0.4%
NS(=O)(=O)c1ccc(N2N=C(c3ccccc3)CC2c2ccc(F)cc2)cc1 (stereo unspecified)
→ -21% | -10% | -3 | 0% | -11% | 10% | 8% | i | -9% | -62% | -0.4%
CCCCS(=O)(=O)/C=C\C=C/S(=O)(=O)CCCC
→ -70%[inhibitor] | ? | 19 | -4% | -2% | 2% | 4% | -5% | -23% | -95%[inhibitor] | -0.4%
Cc1ccnc(NC(=O)c2cc(S(=O)(=O)N3CCCCC3)ccc2Cl)c1
→ -18% | 2% | ? | -7% | -3% | 3% | 5% | 8% | 1% | -13% | 0.1%
C=CCn1c(=O)c(C(=O)NC2CC2)c(O)c2cc(OC)c(OC)cc21
→ -15% | 4% | 0 | 0% | -2% | -13% | 16% | -3% | / | -39% | 0.9%
CC(=O)N(c1ccccc1)c1nc(/C=C/C(=O)Nc2c(C)cc(C)cc2C)cs1
→ -21% | 1% | -2 | 0% | -3% | 2% | -1% | -3% | -8% | -41% | -0.5%
CN1C(=O)N(C)C2(c3ccccc3)NC(=O)NC12c1ccccc1 (stereo unspecified)
→ 16% | -6% | 1 | -6% | -3% | -4% | -1% | 5% | 0% | 7% | -0.1%
Cc1cc(=O)oc2c3c(cc(OCC(=O)NC(C)C)c12)OC(C)(C)CC3
→ -3% | 2% | 22 | -1% | -1% | -13% | -12% | 29% | -5% | -21% | -0.3%
O=C(COc1c(Cl)cccc1Cl)NN1C(=O)CSC1=S
→ -18% | -6% | 1 | 0% | 1% | -9% | 7% | 0% | -3% | 1% | -0.2%
N#Cc1c(-c2ccccc2)cc(-c2ccco2)c(C#N)c1N
→ / | 1% | -1 | / | ? | / | 12% | / | ? | / | 0.2%
COC(CNc1ncnc2sc(-c3ccccc3)cc12)OC
→ ? | -1% | 9 | -5% | 2% | -8% | 0% | 1% | 1% | 14% | -0.8%
O=[N+]([O-])c1ccc(/C=C/C2=NN(c3ccccc3)C(c3ccco3)C2)o1 (stereo unspecified)
→ 11% | 1% | 14 | 0% | 27% | 1% | 13% | -8% | ? | -27% | -0.8%
Cc1cc(NC(=O)CC(C)(C)C)nc2c1c(=O)oc1ccccc12
→ 21% | 2% | ? | 1% | 0% | 0% | 8% | 7% | 2% | -58% | 0.0%
O=c1oc2cc(OCc3nn[nH]n3)ccc2c2c1CCCC2
→ 0% | 0% | 1 | 0% | 1% | 2% | 8% | 74%[activator] | -3% | 7% | -0.1%
Cc1ccc(C)c(CNS(=O)(=O)c2c(C)[nH]c(C)c2C(=O)N2CCCC2)c1
→ -3% | -1% | -1 | 0% | 0% | 6% | ? | -1% | 10% | -5% | -0.4%
COc1cc(S(=O)(=O)N2CCC(c3nc4ccccc4s3)CC2)ccc1S(=O)(=O)N1CC(C)CC(C)C1 (stereo unspecified)
→ -1% | 3% | -2 | -4% | -2% | 7% | -25% | 3% | -1% | 10% | 0.3%
O=C(COc1cccc(Br)c1)N/N=C/C(=O)c1ccccc1
→ -2% | -3% | -3 | -1% | -10% | 2% | -4% | -14% | -1% | 0% | -0.1%
N#Cc1ccccc1OCC(O)CS(=O)(=O)c1ccccc1 (stereo unspecified)
→ ? | 3% | 7 | 1% | -1% | / | 9% | 0% | -2% | 0% | 0.0%
CCOc1ccc(C(C)=O)cc1CSc1nc(C)cc(C)n1
→ 43% | ? | -6 | -5% | 1% | -1% | 6% | -2% | 0% | 0% | -0.8%
O=C(Nc1nccc(-c2cccs2)n1)c1ccccc1Cl
→ 2% | 5% | 1 | 1% | 0% | 2% | 9% | 0% | 3% | 94% | 3.6%
O=C1C(Cl)=C(NCC2CCCO2)C(=O)N1C1CCCCC1 (stereo unspecified)
→ -11% | 1% | -1 | -4% | -3% | 0% | 6% | -1% | 15% | 4% | -0.2%
CN(C1=NC(=O)C(CC(=O)O)S1)c1ccc(O)cc1 (stereo unspecified)
→ -12% | 0% | 0 | 0% | 3% | 5% | -1% | 6% | -3% | 3% | 0.1%
O=C(NNc1ccccc1)/C(=C\c1cccnc1)NC(=O)c1ccccc1
→ 0% | 2% | 0 | -1% | -1% | -13% | -1% | 2% | 0% | -1% | -0.7%
CC(=O)c1ccc(OCCCC(=O)OCC(=O)Nc2c(C)nn(-c3ccccc3)c2C)cc1
→ 23% | 2% | 11 | -1% | 1% | 9% | 1% | 1% | -4% | -11% | -0.3%
Cc1nc(NC(=O)c2ccco2)sc1-c1csc(Nc2ccc(Cl)cc2Cl)n1
→ -20% | -7% | -1 | 0% | 0% | 5% | 6% | 1% | -7% | 0% | -0.1%
O=C(NCCN1CCC(Cc2ccccc2)CC1)C1CCCN(S(=O)(=O)c2cnc[nH]2)C1 (stereo unspecified)
→ 1% | 1% | 1 | -4% | -2% | 9% | -5% | 0% | 0% | -4% | -1.5%
Cn1cc(C(=O)c2ccc(Cl)cc2Cl)cc1C(=O)O
→ -8% | 2% | 1 | -4% | 0% | 1% | 23% | 7% | -12% | -11% | -0.3%
CC(C)(C)c1ccc(/C=N/N2C(=O)CSC2=S)cc1
→ -3% | 7% | 2 | -7% | -1% | 4% | -12% | -5% | -9% | -24% | -0.5%
CN(C(=O)c1ccccn1)c1nnc(-c2cnccn2)s1
→ 16% | ? | 8 | -5% | 1% | 3% | 16% | 5% | 23% | 27% | 0.0%
CC#CC(=O)N1CCC(C(=O)Nc2ccc(Oc3ccccc3)nc2)CC1
→ -6% | ? | -1 | -1% | -3% | -1% | 0% | 0% | 13% | 89% | 0.4%
O=S(=O)(Nc1ccc(N2CCOCC2)cc1)c1c(F)cc(F)cc1Br
→ 2% | -4% | 3 | -3% | -1% | / | 14% | -3% | -3% | -32% | 0.3%
COc1ccc(CN2CCN(CCSc3ccc(C)cc3)CC2)c(OC)c1OC
→ -39% | -12% | -1 | 0% | 3% | -8% | 2% | -1% | 18% | -13% | -0.2%
Cc1cccc(N(Cc2ccccc2)C(=O)c2ccc(F)c(S(=O)(=O)N3CCOCC3)c2)c1
→ 19% | -8% | 4 | 0% | 3% | -18% | 13% | -4% | -9% | -28% | -0.7%
Clc1cc(CSc2ccccc2)nc(-c2ccccc2)n1
→ 4% | 0% | -3 | 0% | -2% | 4% | -5% | -3% | ? | -5% | -0.6%
CC1CCN(c2oc(Cc3cccc4ccccc34)nc2C#N)CC1
→ -23% | -5% | / | -5% | 6% | 8% | -4% | -7% | 8% | -28% | 0.4%
COCCNC(=S)c1ccc(Br)cc1
→ 18% | 1% | 5 | -1% | 4% | -18% | -21% | 3% | -3% | -2% | -0.2%
CCOC(=O)C1(Cc2ccccc2)CCCN(Cc2ccncc2)C1 (stereo unspecified)
→ 5% | -6% | 6 | -3% | 0% | -1% | 1% | 2% | -1% | -28% | 0.1%
NC(=O)c1ncc(C(F)(F)F)cc1Oc1ccc(F)cc1
→ 7% | 0% | -8 | -3% | -1% | 0% | 5% | -2% | 2% | -17% | 0.3%
O=C(c1ccc(Cl)cc1)c1ccc(OCC(=O)N2CCOCC2)cc1
→ -12% | -5% | 0 | -7% | -4% | 1% | 3% | -1% | 10% | 15% | -1.0%
